PPC-1+TRAIL kill: compounds killing PPC-1 cancer cells with TRAIL present, primary screen, TRAIL potentiator project, ATPLite luminescence, uHTS; cell killing (% activity), % at 4 µM; AID 1443, 2008; 220,000 compounds, 0.41% hits; PPC-1 cells + TRAIL, ATPLite viability luminescence;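 active = cell killing above 50% in the first pass at 4 µM, then a duplicate retest at 5 µM averaging 50% or more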;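 also: plate controls were cells with TRAIL plus DMSO for no effect and medium-only wells lacking cells for full effect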
p97 inhibitor: inhibitors of human p97 ATPase, primary screen, biochemical. recombinant p97 ATPase, Kinase-Glo ATP luminescence, 3 h. inhibition, % at 8 µM. 220,000 compounds, 0.42% hits. AID 1481, 2009; in the data active = inhibition above about 15%;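 also: 0% = DMSO vehicle and 100% = wells lacking enzyme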
Tb hexokinase: Trypanosoma brucei hexokinase 1 inhibitors, primary screen, biochemical, G6PDH-coupled NADH absorbance, MLSCN library; hexokinase 1 [Trypanosoma brucei]; recombinant TbHK1, G6PDH-coupled NADH A340; inhibition, % at 10 µM; 220,000 compounds, 0.11% hits; AID 1430, 2008;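 active = inhibition of 50% or more in the single-dose primary screen; inactive = inhibition below 50%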
Furin inhibitor: human furin inhibitors, primary screen, biochemical, fluorescence intensity | purified furin, fluorogenic substrate cleavage | 220,000 compounds, 0.061% hits | AID 463115, 2010 | inhibition, % at 30 µM | P09958; in the data active = inhibition above about 25%; also: inactives centre near -15
BaF3 tox: parental Ba/F3 cell viability inhibition, counter-screen for JAK2V617F inhibitor project, murine pro-B, CellTiter-Glo luminescence | CellTiter-Glo ATP luminescence | inhibition, % at 5.6 µM | 220,000 compounds, 1.1% hits | AID 1486, 2009;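 active = inhibition above a per-campaign cutoff, the mean inhibition of all tested compounds plus 3 SD, cut at about 27% in these data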;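 also: 0% = DMSO wells and 100% = JAK Inhibitor I control wells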
EP2 antag: human EP2 receptor antagonists, primary screen, TR-FRET cAMP, C6 glioma cells; Prostaglandin E2 receptor EP2 subtype (Homo sapiens), P43116; C6 glioma cells expressing human EP2; cells stimulated with saturating PGE2; inhibition, % at 25 µM; 260,000 compounds, 0.52% hits; AID 1422, 2008;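 active = percent inhibition above 40 after rounding to a whole number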;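 also: rat C6 glioma host cells with rolipram phosphodiesterase inhibitor present; the protocol text gives 20 µM as final concentration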
Target sequence (P43116 whole entry, looked up): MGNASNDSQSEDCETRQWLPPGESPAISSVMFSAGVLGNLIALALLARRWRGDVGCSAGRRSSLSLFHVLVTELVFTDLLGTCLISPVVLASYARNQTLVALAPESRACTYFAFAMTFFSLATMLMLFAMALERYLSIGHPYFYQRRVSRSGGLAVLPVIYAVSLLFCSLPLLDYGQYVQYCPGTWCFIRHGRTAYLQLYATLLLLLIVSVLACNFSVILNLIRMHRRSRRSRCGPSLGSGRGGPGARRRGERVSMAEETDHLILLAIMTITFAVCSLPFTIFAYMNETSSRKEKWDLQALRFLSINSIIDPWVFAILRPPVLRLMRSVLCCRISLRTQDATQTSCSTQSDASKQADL
p47phox inh: p47phox/p22phox peptide binding inhibitors, primary screen, biochemical, uHTS, NADPH oxidase regulatory subunit; fluorescence polarization, 2 h; inhibition, % at 24.7 µM; AID 1274, 2008; Neutrophil cytosol factor 1 (Homo sapiens), P14598; 220,000 compounds, 0.53% hits;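 active = inhibition above about 30%, limit read from the data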;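 also: 0% = p47phox with labelled peptide and 100% = labelled peptide alone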
Target sequence (P14598 whole entry, looked up): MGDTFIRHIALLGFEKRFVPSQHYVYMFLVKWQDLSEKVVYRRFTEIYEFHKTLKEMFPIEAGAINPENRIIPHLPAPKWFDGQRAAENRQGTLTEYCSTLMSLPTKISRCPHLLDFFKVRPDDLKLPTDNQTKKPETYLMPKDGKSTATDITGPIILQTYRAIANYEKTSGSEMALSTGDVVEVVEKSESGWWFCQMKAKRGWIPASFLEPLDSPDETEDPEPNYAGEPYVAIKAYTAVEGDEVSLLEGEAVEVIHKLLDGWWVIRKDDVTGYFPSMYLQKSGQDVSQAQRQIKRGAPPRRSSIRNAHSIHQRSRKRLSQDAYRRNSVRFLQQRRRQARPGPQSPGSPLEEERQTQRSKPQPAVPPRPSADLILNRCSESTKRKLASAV
Ba/F3 V617F tox: reduced viability of JAK2V617F-dependent Ba/F3 cells, primary screen, JAK2V617F inhibitor project, cell-based, Ba/F3 EpoR-JAK2V617F, luminescence | inhibition, % at 5.6 µM | ATP luminescence | AID 1446, 2008 | 220,000 compounds, 1.1% hits;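 active = inhibition above the campaign mean plus 3 SD over all tested compounds, cut at about 24% in these data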;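 also: cytokine-independent growth of Ba/F3 cells driven by EpoR plus mutant JAK2; 0% = DMSO-treated cells and 100% = JAK inhibitor I control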
RBBP9 inhibitor: human RBBP9 inhibitors, primary screen, biochemical, fluorescence polarization, FP-Rh probe, HTS | Serine hydrolase RBBP9 (Homo sapiens), O75884 | recombinant RBBP9 | inhibition, % at 7.94 µM | 220,000 compounds, 0.2% hits;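 active = inhibition above the campaign mean of all tested compounds plus 3 SD, cut at about 14% in these data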;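 also: plate controls were DMSO wells with RBBP9 for no effect and wells lacking RBBP9 protein for full effect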
Target sequence (O75884 whole entry, looked up): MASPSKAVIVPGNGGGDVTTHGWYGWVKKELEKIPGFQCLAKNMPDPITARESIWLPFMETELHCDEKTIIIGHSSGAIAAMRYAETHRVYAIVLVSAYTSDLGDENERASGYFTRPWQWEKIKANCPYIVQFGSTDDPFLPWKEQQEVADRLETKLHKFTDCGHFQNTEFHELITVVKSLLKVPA
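Assay system: recombinant human RBBP9; Reagent: Serine-hydrolase probe FP-Rh, 375 nM pre-mixing; Doses: 7.94 µM single dose, 0.794% DMSO; Incubation: 30 min then 45 min, 25 °C; Detection: fluorescence polarization (mP), excitation 525 nm, emission 598 nm; Evaluation: percent inhibition from mP, scaled between DMSO and no-protein wells.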
The depositor's hits bear a star; · = no result given; & = joins results of further samples; [ ] = another dose, or the depositor's remark. The list is partial (hit frequency here may not be typical).

canonical_smiles	PPC-1+TRAIL kill	p97 inhibitor	Tb hexokinase	Furin inhibitor	BaF3 tox	EP2 antag	p47phox inh	Ba/F3 V617F tox	RBBP9 inhibitor
S=C(NCc1cccnc1)Nc1ccc(Oc2ccccc2)cc1	15	4	-3	-15	2	1	-2	-2	-11
CC(CN1CCNCC1)(NS(=O)(=O)c1ccccc1)c1ccccc1 (stereo not given)	-9	3	-15	-23	2	6	-12	0	-1
O=C(COc1ccccc1)N/N=C/c1sc(=O)n(Cc2cccc(C(=O)O)c2)c1Cl	-16	-2	-30	-19	2	6	-37	2	-14
O=C(OCC(=O)N1CCN(Cc2ccccc2)CC1)c1ccc(Cl)cc1	-2	-5	4	-12	7	5	5	2	-3
Cc1sc2c(c1C)C(=O)NC(c1ccccc1F)N2 (stereo not given)	-1	4	-17	-19	0	11	-20	1	-1
O=C(NN1C(=O)C2C3C=CC(C4CC34)C2C1=O)c1ccc(Cl)cc1Cl (stereo not given)	21	3	1	-22	1	3	3	-2	-6
C1=C(CCNCC2CCCCC2)CCCC1	4	-2	-1	-11[20 µM]	5	·	3	2	-12
COc1ccc2c(CC(=O)OCC(=O)Nc3sc4c(c3C#N)CCC(C)C4)coc2c1 (stereo not given)	6	5	-6	-15	7	3	-30	-2	-9
Cc1cc(C)nc(Nc2n[nH]c(COc3ccc(Cl)cc3)n2)n1	1	2	1	-6	-3	8	-9	-5	-7
Cc1ccc(NC(=S)N=Nc2c(O)n(C)c3ccc(S(=O)(=O)N4CCOCC4)cc23)cc1	-2	-1	-27	-15	7	2	-12	2	-2
CCc1cccc(NC(=O)c2ccc(CNc3c(N4CCCC4)c(=O)c3=O)cc2)c1	18	3	-3	-16	0	7	-3	-4	-4
COc1ccc(CC(=O)NC2CCN(CC(=O)N3CCCc4ccccc43)CC2)cc1OC	16	0	-1	-14	-3	5&11	-6	-4	1
COc1cccc2c(=O)n(CC(=O)N3CCCCC3)ccc12	12	3	-16	-20	2	11	0	0	-6
ON=C1/C(=N\O)CC2(C/C1=N/O)OCCO2	15	-1	-2	-18[20 µM]	1	-4	1	2	-10
COc1ccc(C=NCC2COc3ccccc3O2)cc1OC (stereo not given)	6	0	-15	-15[20 µM]	4	8	-13	-2	0
Cn1c(=O)oc2cc(S(=O)(=O)NCc3ccccc3)ccc21	20	3	-4	-19[20 µM]	2	5	-20	-3	-2
Cc1ccc(NC(=O)CC2NCCN(Cc3ccccc3)C2=O)cc1 (stereo not given)	14	9	-4	-21	-1	6	-14	-2	-2
OCCOCCOc1cccc2[nH]ccc12	7	3	3	-11	-3	6	-5	-1	-4
CC1CCN(C(=O)c2cc(Cl)nc3ccccc23)CC1	24	10	0	-19	2	2	-10	-3	12
Cc1ccc(C(=O)NNC(=O)c2cc(OCC(F)(F)F)ccc2OCC(F)(F)F)cc1	24	3	3	0[20 µM]	6	9	-9	-1	1
CCO[C@H]1OC(C(N)=O)=C[C@@H](C)[C@@H]1CCCO	13	1	-10	-17	-2	6	-8	-2	-4
COc1ccc(N2CCN(C(=O)c3ccc4c(=O)n(CC5CCCO5)c(=O)[nH]c4c3)CC2)cc1 (stereo not given)	-7	-4	-1	-14	5	6	-12	5	-6
COc1ccc(CCNC(=O)CSc2nc3ccccc3o2)cc1	2	1	-7	-18[20 µM]	3	10	-1	-2	0
Oc1ccccc1Nc1nc(NCc2ccco2)c2ccccc2n1	8	12	5	-9	0	23	-7	1	6
Cc1cc2oc(C(=O)NC3CCS(=O)(=O)C3)c(C)c2cc1C (stereo not given)	12	-1	6	-29[20 µM]	2	6	-12	-3	-3
Cc1ccc(-n2ncc3c(N4CCCC(C)C4)ncnc32)c(C)c1 (stereo not given)	21	·	-5	-28	·	15	-23	·	·
CCCOc1cc(C)c(S(=O)(=O)n2ccc(C)n2)cc1C	13	0	0	3[20 µM]	1	13	-5	-1	0
Clc1ccc(OC2CCN(Cc3nc(CC4CC4)no3)CC2)cc1	16	-4	-5	-12	8	14	-9	-2	-8
CCOC(=O)c1ccc2ncc(C(=O)OCC)c(NCCCN3CCOCC3)c2c1	18	-6	-44	-12	8	10	-4	4	-7
O=C(NCCCN1CCCC1=O)c1cccs1	24	5	-4	-4	2	·	-10	-1	-6
Cc1ccc(NC(=O)CN(C)C(=O)c2ccc(C(F)(F)F)cc2)cc1	-8	3	-2	-25	8	6	-15	-1	4
Cc1cc(C)cc(C(=O)NCCn2cc(SCC(=O)N3CCOCC3)c3ccccc32)c1	-1	3	-5	-13	6	10	-1	1	-2
NS(=O)(=O)c1ccc(CCNC(=O)CSc2cccs2)cc1	·	4	-1	-26	8	5	-16	-3	-11
CSc1nc2sc3c(c2c2nnnn12)CCCC3	6	3	-18	-5	1	66*	-20	-5	-6
COc1ccc2nc3oc(C(=O)NCc4cccs4)cc3cc2c1	8	-3	2	-7	1	7	4	4	-5
O=C1S/C(=C/c2ccccc2)C(=O)N1CC(O)Cn1c2ccccc2c2ccccc21 (stereo not given)	11	10	0	-4	6	5	-4	1	1
Cc1c(Cl)cnc(NC(=O)CSc2nncs2)c1Cl	9	0	-9	-18	2	7	-11	-3	4
CC1CC(C)CN(CCCNC(=O)Cc2c(C(=O)O)n(C)c3ccccc23)C1 (stereo not given)	-4	0	-4	-17[20 µM]	2	7	2	-3	-11
Cn1c(=O)c(=O)n(C)c2cc(S(=O)(=O)N3CCC(Cc4ccccc4)CC3)ccc21	18	0	-15	-29	6	4	6	-3	-4
Cc1cc(C)c2c(c1)SC1=NC(c3ccccc3)(C(F)(F)F)NC(=O)N12 (stereo not given)	5	1	1	-19[20 µM]	1	35	-4	-1	-8
O=C(N/N=C/c1cccc(OCc2ccccc2)c1)c1cccs1	8	1	-2	-5[20 µM]	1	9	-16	0	-25
CCN(CC)S(=O)(=O)c1cccc(-c2n[nH]c(=S)n2/N=C/c2ccc(OC(F)F)cc2)c1	1	-5	4	-10	2	13	-7	2	-7
O=C(O)c1c[nH]c(=S)n1-c1ccc(F)cc1	-17	7	-4	-16[20 µM]	3	17	-12	1	1
Nc1nc(-c2ccc(Cl)cc2)cc(C(F)(F)F)n1	0	2	-4	-24[20 µM]	7	11	-12	-1	-5
COc1ccc(NC(=O)/C(=C\c2cc(OC)c(OC)cc2[N+](=O)[O-])NC(=O)c2ccccc2)cc1	8	1	-22	-15[20 µM]	0	17	-11	1	4

Later entries
Order of results: PPC-1+TRAIL kill, p97 inhibitor, Tb hexokinase, Furin inhibitor, BaF3 tox, EP2 antag, p47phox inh, Ba/F3 V617F tox, RBBP9 inhibitor
CCOCC(=O)Nc1c(C(=O)Nc2ccc3c(c2)OCCO3)oc2ccccc12
 : 38, 5, -9, -24, 3, 9, -9, -1, -1
Oc1ccc(/C=N/N2CCOCC2)c(O)c1O
 : 12, 4, -5, -39, 9, 2, 0, -2, -5
CC1CCN(c2ccc(NC(=O)Cc3ccccc3)cc2)CC1
 : 7, -3, 5, -18, 6, 1, 2, 2, -1
O=C(/C=C/c1cccc2ccccc12)c1ccncc1
 : 1, 10, -8, -9, 3, 8, -4, -5, -6
Cc1cc(C)c2c(=O)n(CC(=O)NCCCN3CCN(c4ccccc4F)CC3)sc2n1
 : -12, 3, 12, -18, 4, ·, 51*, -3, 2
O=C(O)CC/C(=N\Nc1ccc([N+](=O)[O-])cc1)c1ccccc1
 : 6, 1, -23, 4, -8, 7, -13, 4, 4
CCCc1[nH]nc2c1C(c1ccc(OC)c(Cn3nnc4ccccc43)c1)C(C#N)=C(N)O2 (stereo not given)
 : 5, 7, 0, 22[20 µM], 3, 17, -21, -4, 0
CC(C)(C)c1cc(OC(=O)c2ccncc2)ccc1O
 : 13, 1, -2, -9[20 µM], -1, 16, -8, 3, -7
CCOC(=O)c1c(C)sc2c1N(C(C)=O)c1cc(Cl)ccc1S2
 : -4, -6, 1, -11[20 µM], 8, 7, -4, 2, -3
Cc1cc(NC(=O)c2cc(-c3ccccc3C)nc3ccccc23)no1
 : 14, 3, -3, -21, 5, 1, -19, -1, -6
Cc1ccc(C(=O)Cn2nnc(-c3cccs3)n2)cc1
 : 16, 3, -15, -31, -5, 13&2, -12, -2, 1
Cc1[nH]c(=O)[nH]c(=O)c1S(=O)(=O)N1CCN(c2cccc(Cl)c2)CC1
 : -3, 4, -1, 23[20 µM], 4, 16, -10, -2, -2
COc1ccc(C(CC(=O)O)NC(=O)COc2cc(C)ccc2C)cc1OC (stereo not given)
 : 20, 1, -4, -21, 7, 10, 0, 1, 2

A draw from above in order of length of the SMILES, ascending:
Order of results: PPC-1+TRAIL kill, p97 inhibitor, Tb hexokinase, Furin inhibitor, BaF3 tox, EP2 antag, p47phox inh, Ba/F3 V617F tox, RBBP9 inhibitor
Nc1nc(-c2ccc(Cl)cc2)cc(C(F)(F)F)n1
 : 0, 2, -4, -24[20 µM], 7, 11, -12, -1, -5
CCOC(=O)c1c(C)sc2c1N(C(C)=O)c1cc(Cl)ccc1S2
 : -4, -6, 1, -11[20 µM], 8, 7, -4, 2, -3
O=C(OCC(=O)N1CCN(Cc2ccccc2)CC1)c1ccc(Cl)cc1
 : -2, -5, 4, -12, 7, 5, 5, 2, -3
Cc1cc(C)c2c(c1)SC1=NC(c3ccccc3)(C(F)(F)F)NC(=O)N12 (stereo not given)
 : 5, 1, 1, -19[20 µM], 1, 35, -4, -1, -8
O=C1S/C(=C/c2ccccc2)C(=O)N1CC(O)Cn1c2ccccc2c2ccccc21 (stereo not given)
 : 11, 10, 0, -4, 6, 5, -4, 1, 1
Cc1ccc(C(=O)NNC(=O)c2cc(OCC(F)(F)F)ccc2OCC(F)(F)F)cc1
 : 24, 3, 3, 0[20 µM], 6, 9, -9, -1, 1
Cc1[nH]c(=O)[nH]c(=O)c1S(=O)(=O)N1CCN(c2cccc(Cl)c2)CC1
 : -3, 4, -1, 23[20 µM], 4, 16, -10, -2, -2
CCCc1[nH]nc2c1C(c1ccc(OC)c(Cn3nnc4ccccc43)c1)C(C#N)=C(N)O2 (stereo not given)
 : 5, 7, 0, 22[20 µM], 3, 17, -21, -4, 0

Screens (PubChem BioAssay)
